TbREL1 primary: TbREL1 RNA ligase inhibitors, primary screen, biochemical, FRET fluorescence | TbREL1 RNA ligation | AID 1117264, 2014 | RNA-editing ligase 1, mitochondrial (Trypanosoma brucei brucei), P86926 | inhibition, % at 9.66 µM | actives 0.49% (n = 89,000);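 active = inhibition above the mean inhibition across all screened compounds plus 3 SD, cut at about 11% in these data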;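 note: 0% = plate median of test wells and 100% = NSC42067 control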
Target sequence (P86926 whole entry, looked up): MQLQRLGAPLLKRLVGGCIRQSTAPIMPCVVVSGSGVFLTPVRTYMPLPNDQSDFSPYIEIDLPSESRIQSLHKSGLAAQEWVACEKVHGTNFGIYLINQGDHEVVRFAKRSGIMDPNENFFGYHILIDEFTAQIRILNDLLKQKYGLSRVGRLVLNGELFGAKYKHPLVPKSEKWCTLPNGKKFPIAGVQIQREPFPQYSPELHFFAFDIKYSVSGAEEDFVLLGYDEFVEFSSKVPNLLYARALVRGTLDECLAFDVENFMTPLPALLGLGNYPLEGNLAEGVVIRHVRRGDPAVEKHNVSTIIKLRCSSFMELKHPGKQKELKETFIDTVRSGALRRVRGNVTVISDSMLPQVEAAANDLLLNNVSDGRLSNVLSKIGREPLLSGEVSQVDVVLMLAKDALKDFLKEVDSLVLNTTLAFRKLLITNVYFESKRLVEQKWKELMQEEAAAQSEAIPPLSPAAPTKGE
Starred values were filed as active, the others as inactive.

SMILES	TbREL1 primary
CCN(CCCNC(=O)C1CCC(=O)N1Cc1ccccc1Cl)c1cccc(C)c1 (stereo unspecified)	2
O=C1C(=O)N(CCN2CCCCC2)c2ccccc21	-2
COC(=O)CSc1nnc(-c2cc(-c3ccccc3)n[nH]2)n1N	2
CC1CN(C(=O)c2cc3cc(Cl)cc(Cl)c3oc2=O)CC(C)O1 (stereo unspecified)	4
Cc1cc(C(=O)CSc2nc3ccccc3[nH]2)c(C)n1CC1CCCO1 (stereo unspecified)	-5
CC(CN1CCOCC1)OC(=O)c1cccc(Br)c1 (stereo unspecified)	-3
CC(=O)Nc1cc(-c2cccc(NS(C)(=O)=O)c2)cn2c(-c3cccc(C(C)=O)c3)cnc12	-2
CC(C)(C)OC(=O)N1CCC(C(=O)N[C@@H](Cc2ccccc2)C(=O)O)(c2ccccc2)CC1	1
CCc1nc2ccccc2n1CC(O)COc1ccc(NC(C)=O)cc1 (stereo unspecified)	-2
Cn1nc(C(C)(C)C)c([N+](=O)[O-])c1C(=O)Nc1ccc(Br)cc1	4
Cc1ccc2[nH]c(=O)c(N3CCOCC3)c(-c3ccccc3)c2c1	-2
CCC(C)n1c(=O)c(C(=O)Nc2ccccc2S(N)(=O)=O)c(O)c2ccccc21 (stereo unspecified)	-2
Cc1cccc(C)c1NC(=O)CN(C)C(=O)c1ccccc1SCC(=O)N1CCCC1	4
Cc1cccc(CC2CC(=O)N(c3ccccc3)C2=O)c1 (stereo unspecified)	-1
O=C(CCNc1cccc(F)c1)c1cc2ccccc2o1	-2
Cc1cccc(C)c1OCCCCc1c(C)n[nH]c1C	-1
CC(C)(C)n1ncc2c(=O)n(Cc3ccc(Cl)cc3)cnc21	-5
O=C(NCc1cccs1)C(NS(=O)(=O)c1cccc2nsnc12)c1ccccc1 (stereo unspecified)	3
CC(C)CNC(=O)NC(=O)COC(=O)COc1ccc(Cl)cc1Cl	-2
CC1S/C(=N/N=C2CCC(C(C)(C)C)CC2)NC1=O (stereo unspecified)	2

Part of the list above, bar-delimited.
Structure | TbREL1 primary
O=C(NCc1cccs1)C(NS(=O)(=O)c1cccc2nsnc12)c1ccccc1 (stereo unspecified) | 3
CC(C)CNC(=O)NC(=O)COC(=O)COc1ccc(Cl)cc1Cl | -2

Further compounds follow.
SMILES	TbREL1 primary
CCN(CC)S(=O)(=O)c1cc(NC(=O)c2ccccc2OCc2c(C)noc2C)ccc1C	-3
COc1ccc(-n2c(COc3cccc4ccccc34)nnc2SC(C)C(=O)O)cc1 (stereo unspecified)	-4
O=S1(=O)N[C@@H](Cc2ccccc2)COc2cccc(N3CCC[C@H]3CO)c21	-1
CC(Oc1ccc2c(-c3ccccc3)cc(=O)oc2c1)C(=O)O (stereo unspecified)	4
O=C(CC1Nc2ccccc2NC1=O)NCCCN1CCCCCC1 (stereo unspecified)	-2
Cc1cccc(N(C(=O)c2csnn2)C(C(=O)NC2CCCCC2)c2ccncc2)c1 (stereo unspecified)	8
COc1ccc(CN2CCN(C(=O)c3ccco3)CC2)cc1OCc1ccccc1	2
Cc1cccn2c(=O)nc(SCC(=O)N3CCCC3)nc12	0
CCC[C@H]1[C@@H](OC(=O)N2CCN(c3ccccc3)CC2)CC[C@@]23CCCN2C(=O)CCC[C@@H]13	-8
O=C(Nc1ccc(S(=O)(=O)Nc2cnc3ccccc3n2)cc1)c1ccc(Cl)cc1Cl	0
COCCNC(=O)c1onc(CSc2ccc(Cl)cc2)c1C(=O)O	3
Cc1nc2ccc(S(=O)(=O)NC(C(=O)NCc3ccc4c(c3)OCO4)C(C)C)cc2s1 (stereo unspecified)	-4
COc1cccc(-n2nc(C(=O)NCC3CCCO3)c3ccccc3c2=O)c1 (stereo unspecified)	-2
COCCSc1nc2c(c(=O)[nH]c(=O)n2C)n1CCC(C)C	3
Cc1ccc(S(=O)(=O)C(C#N)c2nc3ccccc3nc2N2CCCC2)cc1C (stereo unspecified)	2
Cc1c(Cl)cccc1NC(=O)CSCc1cc(=O)[nH][nH]1	-4
COC(=O)c1ccc(OCC2c3cc(OC)c(OC)cc3CCN2C(C)=O)cc1 (stereo unspecified)	2
Cn1c(=O)c2c(ncn2CC(=O)N/N=C/c2cn[nH]c2-c2ccc(F)cc2)n(C)c1=O	1
O=c1c2c3nc4ccccc4nc3n(CCN3CCOCC3)c2ncn1CCN1CCOCC1	5
Cc1csc(SCc2nnc(-c3ccc(Cl)cc3)o2)n1	-1
O=C(COC(=O)c1cc(S(=O)(=O)N2CCOCC2)ccc1F)Nc1ccccc1C(F)(F)F	4
C[C@]12c3[nH]c4ccc(Cl)cc4c3CCN1C(=O)[C@@H](CC(=O)NCCN1CCOCC1)C[C@@H]2C(=O)N1CCOCC1	1
O=C(Nc1cccnc1)c1ccc(Cl)cc1[N+](=O)[O-]	5
c1coc(-c2nnc(-c3cccs3)o2)c1	-2
COc1cccc(CNS(=O)(=O)c2cc3c(cc2C)n(C)c(=O)c(=O)n3C)c1	5
CC(c1ccccc1)C(CC(=O)O)C(=O)NC1CCCCC1 (stereo unspecified)	1
CCNC(=S)N(CCc1c(C)[nH]c2ccc(OC)cc12)Cc1cccnc1	0
CN1C[C@@H]2[C@@H]3C(=O)N(Cc4ccccc4)C(=O)[C@@H]3[C@](Cc3ccccc3)(C1=O)N2C(=O)c1ccc(Cl)cc1	-2
COc1ccc(NC(=O)Nc2nc(C(N)Cc3ccc(C(F)(F)F)cc3)cs2)cc1 (stereo unspecified)	4
CC(=O)c1c(C)[nH]c(C(=O)CSc2nc3ccccc3c(=O)n2CCCO)c1C	-3

Shown with bars between the fields: entries from further up.
mol | TbREL1 primary
CCC[C@H]1[C@@H](OC(=O)N2CCN(c3ccccc3)CC2)CC[C@@]23CCCN2C(=O)CCC[C@@H]13 | -8
O=C(Nc1ccc(S(=O)(=O)Nc2cnc3ccccc3n2)cc1)c1ccc(Cl)cc1Cl | 0
COCCNC(=O)c1onc(CSc2ccc(Cl)cc2)c1C(=O)O | 3
Cc1nc2ccc(S(=O)(=O)NC(C(=O)NCc3ccc4c(c3)OCO4)C(C)C)cc2s1 (stereo unspecified) | -4
COc1cccc(-n2nc(C(=O)NCC3CCCO3)c3ccccc3c2=O)c1 (stereo unspecified) | -2
COCCSc1nc2c(c(=O)[nH]c(=O)n2C)n1CCC(C)C | 3
Cc1ccc(S(=O)(=O)C(C#N)c2nc3ccccc3nc2N2CCCC2)cc1C (stereo unspecified) | 2
Cc1c(Cl)cccc1NC(=O)CSCc1cc(=O)[nH][nH]1 | -4
COC(=O)c1ccc(OCC2c3cc(OC)c(OC)cc3CCN2C(C)=O)cc1 (stereo unspecified) | 2
Cn1c(=O)c2c(ncn2CC(=O)N/N=C/c2cn[nH]c2-c2ccc(F)cc2)n(C)c1=O | 1
O=c1c2c3nc4ccccc4nc3n(CCN3CCOCC3)c2ncn1CCN1CCOCC1 | 5
Cc1csc(SCc2nnc(-c3ccc(Cl)cc3)o2)n1 | -1
O=C(COC(=O)c1cc(S(=O)(=O)N2CCOCC2)ccc1F)Nc1ccccc1C(F)(F)F | 4
C[C@]12c3[nH]c4ccc(Cl)cc4c3CCN1C(=O)[C@@H](CC(=O)NCCN1CCOCC1)C[C@@H]2C(=O)N1CCOCC1 | 1
O=C(Nc1cccnc1)c1ccc(Cl)cc1[N+](=O)[O-] | 5
c1coc(-c2nnc(-c3cccs3)o2)c1 | -2
COc1cccc(CNS(=O)(=O)c2cc3c(cc2C)n(C)c(=O)c(=O)n3C)c1 | 5
CC(c1ccccc1)C(CC(=O)O)C(=O)NC1CCCCC1 (stereo unspecified) | 1
CCNC(=S)N(CCc1c(C)[nH]c2ccc(OC)cc12)Cc1cccnc1 | 0

Further records:
SMILES	TbREL1 primary
Cc1ccc2c(c1)CC1(CN2C)C(=O)OC2(CCCCC2)OC1=O	-5
CC1(C)C(=O)N(c2ccccc2F)C(=O)c2ccccc21	4
Cc1ccc(-c2nnc3n2N=C(c2ccc(-c4ccccc4)cc2)CS3)cc1	27*
CCCCN1C(=O)NC(c2cccc([N+](=O)[O-])c2)C(C(=O)OCC)=C1C (stereo unspecified)	0
Oc1csc(Cc2nc(-c3ccc(Br)cc3)cs2)n1	-5
Cc1noc(C)c1COc1ccccc1C(=O)N1CCN(S(=O)(=O)c2ccccc2C#N)CC1	-2
Cn1cnnc1SCC(=O)n1c2ccccc2c2ccccc21	-3
CC1(CCc2ccccc2)NC(=O)N(CC(=O)N2CC(=O)Nc3ccccc32)C1=O (stereo unspecified)	5
C/C(=N/NS(=O)(=O)c1ccc(C(C)C)cc1)c1ccncc1	-2
CC(C)(C)NC(=O)COC(=O)c1ccc(S(=O)(=O)N2CCCCCC2)cc1	-2
CN(C)C(=S)NC(=O)C(c1ccccc1)c1ccccc1	-1
c1csc(C2Nc3cccc4cccc(c34)N2)c1	3
C[C@@H]1CCCCO[C@H](CN(C)C(=O)CCC(F)(F)F)[C@@H](C)CN([C@H](C)CO)C(=O)c2cc(NC(=O)c3ccncc3)ccc2O1	7
CN(CC(=O)Nc1ccc(Cl)c(C(F)(F)F)c1)C(=O)c1cc(=O)[nH]c2ccccc12	1
Cc1ccccc1OCC(=O)N(Cc1ccc(N(C)C)cc1)C1CCS(=O)(=O)C1 (stereo unspecified)	-3
CCOc1ccc(-n2c(SCC(N)=O)nc3c(c2=O)SCC3)cc1	-1
CN1CCN(c2nc(-c3cccnc3)nc3scc(-c4ccccc4)c23)CC1	-2
c1ccc2c(CSCCc3ccncc3)cccc2c1	-2
CC1=Nn2c(nnc2C2CCCCC2)SC1	7
CCOc1ccc(C(C)NC(=O)c2cccnc2OCC)cc1OCC (stereo unspecified)	-1
N#Cc1ccc(OCC(=O)NCCCN2CCCC2=O)cc1	2
Cn1c(=O)c2c(nc(OCc3ccccc3)n2C)n(C)c1=O	-1
CC(=O)Oc1ccc(OC(C)=O)c(SCCCCCCl)c1	-3
O=C(NCc1ccccc1)[C@@H]1C[C@H]1[C@@H](NP(=O)(c1ccccc1)c1ccccc1)c1ccccc1	-2
COc1ccc(Cl)cc1Nc1nc2ccc(C)cc2n2cnnc12	-3
COc1ccc(-n2c(SCC(=O)Nc3ccccc3-c3ccccc3)nnc2-c2ccccc2)cc1	2
COc1ccc(CC(=O)NC(C)CCc2ccccc2)cc1 (stereo unspecified)	2
COCc1[nH]nc2c1C(c1ccc(OC)c(OC)c1)C(C#N)=C(N)O2 (stereo unspecified)	-5
Cn1c(=O)c2c(nc(Br)n2CCSc2nnnn2-c2ccccc2)n(C)c1=O	3
O=C(Oc1cccc([N+](=O)[O-])c1)c1ccc2c(=O)n3c(nc2c1)CCC3	-6
CC(C)C1CCN(C(=O)C2CCC(=O)N(CCc3ccc(Cl)cc3)C2)CC1 (stereo unspecified)	0
CC1(C)NC(=O)N(CC(=O)N2CCN(S(=O)(=O)c3cc(Cl)ccc3Cl)CC2)C1=O	0
COC(=O)NNC(=O)C1CCC(C(=O)NNC(=O)OC)CC1 (stereo unspecified)	1
CCCCOc1ccc(C(=O)CCN2CCOCC2)cc1	-3
Cc1[nH]c(=O)[nH]c(=O)c1/C=N/NC(=O)[C@@H](N)CC(C)C	2
COc1ccc(NC(=O)CCN2C(=O)/C(=C/c3ccc4c(c3)OCO4)SC2=S)cc1	-2
O=C(O)CCCc1nc2ccccc2s1	0
COc1ccc(CNC(=O)CN(C(=O)c2ccc(CN3CCOCC3)o2)C2CCCC2)cc1	2
CCCNC(=O)C(Cc1cccc(C#N)c1)NC(=O)c1ccc(C#N)cc1 (stereo unspecified)	3
O=[N+]([O-])c1cc(CN(CCO)CCO)ccc1O	6
O=C(CN1C(=O)c2ccc([N+](=O)[O-])cc2C1=O)NC1CCS(=O)(=O)C1 (stereo unspecified)	-1
CCN(CC)c1ccc2cc(-c3nc4ccccc4n3C)c(=O)oc2c1	-1
CCc1ccccc1NC(=O)Cn1nnc(C(=O)NCc2cccc(OC)c2)c1N	-3
COc1ccc(OCCN(C)CC(=O)Nc2ccccc2SC)cc1	0
CCOC(=O)c1cc(C)nc(S(C)(=O)=O)c1C#N	-2
CC(=O)CCC(=O)CNC(=O)CC[C@H]1O[C@@H](n2ccc(=O)[nH]c2=O)[C@H](O)[C@@H]1O	0
O=C1CN(C(=O)N[C@@H](Cc2ccccc2)C(=O)N[C@H](C(=O)O)c2ccccc2)c2ccccc2N1	0
COc1ccc(NC(=O)COC(=O)c2ccc(S(=O)(=O)N3CCCCCC3)cc2)c(OC)c1	1
COc1ccc([C@@H]2[C@@H]3C(=O)N(C(C)(C)C)C(=O)[C@@H]3[C@]3(Cc4ccc(Cl)cc4)C(=O)N(c4cccc(Br)c4)C(=O)N23)cc1	1
O=C(O)CC(c1ccccc1)n1cnnn1 (stereo unspecified)	0
Later entries
SMILES	TbREL1 primary
CCOC(=O)c1ccc(NC(=O)Cn2ccc([N+](=O)[O-])n2)cc1	0
CCc1nc(N2CCN(C(=O)c3ccco3)CC2)c2oc3ccccc3c2n1	-3
Cc1cc(N2CCC(C)CC2)nc2ccccc12	6
C=CCOc1cccc(C2C(C(=O)c3ccco3)=C(O)C(=O)N2Cc2cccnc2)c1 (stereo unspecified)	-1
CCN(CC)C(=O)CN1C(=O)C2(OCC(C)(c3ccccc3)CO2)c2ccccc21 (stereo unspecified)	-4
CCNC(=S)NC1CC2CCC(C1)N2Cc1ccccc1 (stereo unspecified)	-3
C#CCOCCOCCOCCNc1nc(N2CCN(C(=O)Cn3cc(CC(C)O)nn3)CC2)nc(N2CCN(C(=O)[C@H]([C@@H](C)O)n3cc(CCCCN)nn3)CC2)n1 (stereo partly specified)	1
O=C(C1CCC1)N1CCN(S(=O)(=O)c2cccc(F)c2)CC1	-1
CCCCCCCNC(=O)C1(CC2CC(c3ccc(Cl)cc3)=NO2)CCN(C(=O)Cc2ccc(F)cc2)CC1 (stereo unspecified)	6
CCCCN(C(=O)Cn1nnc2ccccc21)C(C(=O)NCCOC)c1ccccc1 (stereo unspecified)	-1
Cc1ccc(C(=O)N/C(=C\c2ccc(C(C)C)cc2)C(=O)NCCCN2CCOCC2)cc1	-2
CC(=O)Nc1ccc(S(=O)(=O)Nc2ccn(Cc3ccccc3Cl)n2)cc1	-2
CCc1ccc(NC(=O)CSc2nccn(-c3ccc4c(c3)OCCO4)c2=O)cc1	1
CN(C)c1cccc(C(=O)OC(C(=O)Nc2ccc([N+](=O)[O-])cc2Br)c2ccccc2)c1 (stereo unspecified)	5

Bioassay records (PubChem)

Only part of the results is shown (hit frequency here may not be typical).
